Source: PubChem BioAssay
S100A4 MyoIIA – S100A4-myosin IIA interaction inhibition; actives 0.14% (n = 360,000); inhibition, % at 10.7 µM; P26447; S100A4/TAMRA-MyoIIA peptide fluorescence polarization; AID 652163;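 active = mean inhibition of at least 70% across replicates, with every replicate also reaching that level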
Target sequence (P26447 whole entry, looked up): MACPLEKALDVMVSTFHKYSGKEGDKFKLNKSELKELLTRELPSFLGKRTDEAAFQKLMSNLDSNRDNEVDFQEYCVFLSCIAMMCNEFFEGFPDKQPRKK
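Material: S100A4 monomer protein | Medium: HEPES pH 7.2 with CaCl2, KCl, NaCl, DTT, Triton | Reagent: Labelled myosin peptide probe, 5 nM | Doses: One dose per compound | Times: 5 min incubation before reading | Benchmarks: Neutral control DMSO, positive control TFP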
PGC1a acetyl inh – modulators of PGC1a acetylation | inhibition, % at 15.6 µM | U2OS PGC1a acetylation, AlphaScreen anti-acetyl-lysine; with virally co-expressed GCN5 acetyltransferase | actives 0.17% (n = 350,000) | AID 651687;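 active = every replicate shows inhibition of at least 40%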;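 also: 0% = neutral control wells and 100% = positive control wells; some results beyond the cut were filed as inactive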
ERAP1 inh – inhibitors of human ERAP1 aminopeptidase. Q9NZ08. AID 652197. recombinant ERAP1, Leu-AMC fluorescence, 60 min. inhibition, % at 10.7 µM. actives 0.15% (n = 340,000);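 active = mean replicate inhibition of at least 30%, or all replicates individually reaching that 30% level; inactive = mean below 30% and not every replicate reaching it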;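 also: 0% = neutral control wells and 100% = L-leucinethiol positive control wells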
Target sequence (Q9NZ08 whole entry, looked up): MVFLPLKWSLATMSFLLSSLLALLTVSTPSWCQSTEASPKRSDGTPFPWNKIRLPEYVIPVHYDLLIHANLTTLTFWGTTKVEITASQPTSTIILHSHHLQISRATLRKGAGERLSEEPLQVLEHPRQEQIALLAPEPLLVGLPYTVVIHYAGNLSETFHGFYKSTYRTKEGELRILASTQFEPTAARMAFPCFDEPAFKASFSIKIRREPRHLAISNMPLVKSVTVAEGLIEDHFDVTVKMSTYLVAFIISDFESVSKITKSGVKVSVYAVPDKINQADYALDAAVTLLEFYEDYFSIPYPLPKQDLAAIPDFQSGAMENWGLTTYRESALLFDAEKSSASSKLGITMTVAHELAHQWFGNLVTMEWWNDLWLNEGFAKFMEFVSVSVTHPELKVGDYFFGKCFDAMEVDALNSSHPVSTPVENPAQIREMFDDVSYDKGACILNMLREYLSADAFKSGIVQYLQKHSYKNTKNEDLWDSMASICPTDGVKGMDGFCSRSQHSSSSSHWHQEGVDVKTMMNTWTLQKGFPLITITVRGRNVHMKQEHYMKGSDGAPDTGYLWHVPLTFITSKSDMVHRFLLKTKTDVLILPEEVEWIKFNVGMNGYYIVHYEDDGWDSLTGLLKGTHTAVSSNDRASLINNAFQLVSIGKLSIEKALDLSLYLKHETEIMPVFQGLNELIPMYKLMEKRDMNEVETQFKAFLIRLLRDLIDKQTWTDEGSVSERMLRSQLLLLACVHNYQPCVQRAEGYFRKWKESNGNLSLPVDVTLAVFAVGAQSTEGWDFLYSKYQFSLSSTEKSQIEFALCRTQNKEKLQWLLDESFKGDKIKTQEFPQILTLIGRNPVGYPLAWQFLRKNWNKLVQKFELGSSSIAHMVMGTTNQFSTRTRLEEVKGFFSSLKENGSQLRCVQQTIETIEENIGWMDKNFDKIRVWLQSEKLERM
PAX8 inh HTS – lowers PAX8-driven luciferase in RMG-I cells | actives 1.2% (n = 360,000) | RMG-I TPO-luciferase reporter, SteadyGlo, 24 h | inhibition, % at 12.6 µM;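 active = mean replicate inhibition at least 60% with every replicate also reaching 60%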;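 also: luciferase light reporting Pax8 driven TPO promoter activity; plate controls were median of neutral control wells for no effect and mitoxantrone controls for full effect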
EWS-Fli block – blocks EWS/Fli oncoprotein-driven transcription | A673 NR0B1-luciferase reporter, viability-normalised | inhibition, % at 12.6 µM | actives 0.67% (n = 350,000);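 active = mean inhibition of at least 50% after viability correction, with every replicate also passing that limit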;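 also: firefly luciferase signal divided by Alamar Blue viability fluorescence both relative to DMSO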
LGR2 antag – inhibitors of bursicon-induced Drosophila LGR2 receptor cAMP signaling. HEK293 LGR2, CRE-luciferase, bursicon-stimulated, 4 h. inhibition, % at 9.99 µM. actives 0.35% (n = 380,000). AID 720647;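 active = drop in luminescence signal, shown as inhibition above about 50% in the replicate tests, limit read from the data, passing the limit was not always enough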;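 also: agonist challenge used bursicon conditioned medium at about half maximal strength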
FN deposition inh – fibronectin deposition inhibition. AH1F fibroblasts, Alexa488-fibronectin deposition fluorescence, overnight. inhibition, % at 12.6 µM. actives 0.086% (n = 350,000). AID 743247;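 active = mean inhibition across replicates of 30% or more, regardless of how many single replicates reach that level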;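 also: positive control wells lacked labelled fibronectin entirely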
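test system = AH1F fibroblasts assembling fluorescent fibronectin matrix | quantity = 10000 AH1F cells per well | buffer or medium = DMEM plus 2% serum, read in PBS | doses = single dose, pinned | incubation = 1 h cell attachment, overnight exposure to compound and label | detection = fluorescence at 485 nm excitation, 525 nm emission | read-out basis = inhibition from reduced deposited-fibronectin fluorescence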
PglD DTNB – PglD (C. jejuni) enzyme inhibition; inhibition, % at 12.5 µM; actives 0.098% (n = 360,000); purified PglD enzyme, DTNB colorimetric CoA detection; AID 602405; in the data active = inhibition above about 16%, passing the limit was not always enough; also: strong numbers were not always called active
* marks the source's active call; other numbers are inactive results; / = not tested or not shown.

SMILES	S100A4 MyoIIA	PGC1a acetyl inh	ERAP1 inh	PAX8 inh HTS	EWS-Fli block	LGR2 antag	FN deposition inh	PglD DTNB
C[C@H](CO)N1C[C@H](C)[C@H](CN(C)Cc2ccncc2)Oc2ccc(NS(=O)(=O)c3ccccc3)cc2CC1=O	-9	0	1	-13	-1	2	-1	1
Cc1cccc(-c2cc3nc(-c4ccccc4)cc(=O)n3[nH]2)c1	-1	/	0	-118	-80	-76	8	1
COc1ccccc1C(=O)OCC(=O)NC(=O)NCc1ccccc1	-7	/	5	-11	7	8	/	/
Cc1c(-c2ccco2)[n+](=O)c2c(n1[O-])CCCCC2	/	1	/	12	/	/	-7	-7
COc1ccc(S(=O)(=O)N2N=C(C)Oc3ccccc3C2=O)cc1	/	-9	/	36	/	/	4	-28
CC1(C)CC(=O)C=C(c2ccc(COC(=O)C3CC3)cc2)C1=O	2	3	10	-22	-11	-56	/	6
CC(C)C[C@H](NC(=O)C1CCN(S(=O)(=O)c2ccccc2)CC1)C(=O)NCc1ccncc1	-3	-17	-4	21	/	-13	2	-6
Cc1cc(=O)oc2cc(NC(=O)CCC(=O)O)ccc12	/	8	/	/	/	-11	-11	4
Cc1ccc(C(=O)Nc2ccc(Cl)cc2C)c(Cl)c1	-2	/	-1	-184	-77	-55	/	-2
O=C(Cc1c(F)cccc1Cl)NNC(=O)c1cccs1	-1	-1	0	-5	-2	-4	1	-1
COc1ccc(CNC(=O)CN2CCC(NC(=O)c3ccccc3C)CC2)cc1	-5	/	4	-35	-8	13	-8	-2
Cc1ccc(NC(=O)C2CC2C)c(Cl)c1 (centres undefined)	2	/	1	-22	-9	-12	-15	/
CN1[C@@H]2Cn3c(ccc(/C=C/c4ccccc4)c3=O)[C@H]1[C@@H](C(=O)NC1Cc3ccccc3C1)[C@@H]2CO	-3	/	3	26	-5	-10	-2	0
COc1ccc(OC)c(C(=O)COC(=O)c2cccnc2SC)c1	-2	-7	-2	0	0	-9	-3	-5
COc1ccc(C2Nc3ccccc3C(=O)N2NC(=O)c2ccccc2)cc1OC (centres undefined)	16	/	14	-19	-17	/	6	-2
O=C(Nc1ccc(N2CCCC2=O)cc1)c1cccc(F)c1	-1	/	4	/	-25	-15	/	/
C[C@@H]1CN([C@H](C)CO)C(=O)Cc2cc(NS(=O)(=O)c3cccs3)ccc2O[C@H]1CN(C)S(=O)(=O)c1ccc(F)cc1	-18	3	-1	-31	4	-7	-11	-1
c1cc(N2CCCCC2)nc(N2CCCCC2)n1	-1	18	-7	-25	-22	-19	/	-2
CCCc1cc(C(=O)Nc2ccc(C#N)cc2)no1	-4	-2	4	6	-13	-56	-6	2
COc1ccc(C(=O)O)cc1NCc1cccnc1	-4	-12	3	-22	11	1	-3	3
Cc1ccc(-n2nnc3c(=O)n(Cc4cccc(C)c4)cnc32)cc1	-3	-4	0	0	0	4	0	-4
COc1ccccc1C1CCN(Cc2ccc(Cl)c(Cl)c2)CC1	-8	-11	0	2	13	-18	2	3
C[C@@H]1CN([C@@H](C)CO)C(=O)c2cc(-c3ccncc3)cnc2O[C@H]1CN(C)Cc1ccc(Oc2ccccc2)cc1	4	-10	-1	/	34	/	22	-2
Cc1cccc(/C=N/NC(=O)c2ccc(NC(=O)c3ccc(Cl)cc3)cc2)n1	-2	/	1	5	2	-15	0	1
O=c1c2ccccc2ccc2ccc(P(=O)(O)O)cc12	-7	/	-24	6	2	-9	-5	-4
O=C(NCC[C@@H]1CC[C@H](NS(=O)(=O)c2ccc(Cl)cc2)[C@@H](CO)O1)c1ccccc1F	-5	0	-2	10	0	-8	/	-1
CC(C)C#Cc1cnc2c(c1)C(=O)N([C@H](C)CO)C[C@@H](C)[C@H](CN(C)Cc1ccccc1)O2	6	-23	1	/	-2	-7	-5	0
COc1ccc(OC)c(/C=C/c2ccc3cccc(O)c3n2)c1	-2	/	-4	9	-8	-26	19	/
CC(C)C(=O)Nc1ccc(N2CCOCC2)c(S(=O)(=O)Nc2ccccc2Cl)c1	3	-5	-1	-3	-7	-4	9	3
Cc1ccc(NC(=O)c2cnc3ccccc3n2)cc1C	1	-16	2	-155	-81	-30	-12	/

Not a retest: eleven of the compounds above.
SMILES	S100A4 MyoIIA	PGC1a acetyl inh	ERAP1 inh	PAX8 inh HTS	EWS-Fli block	LGR2 antag	FN deposition inh	PglD DTNB
C[C@@H]1CN([C@H](C)CO)C(=O)Cc2cc(NS(=O)(=O)c3cccs3)ccc2O[C@H]1CN(C)S(=O)(=O)c1ccc(F)cc1	-18	3	-1	-31	4	-7	-11	-1
c1cc(N2CCCCC2)nc(N2CCCCC2)n1	-1	18	-7	-25	-22	-19	/	-2
CCCc1cc(C(=O)Nc2ccc(C#N)cc2)no1	-4	-2	4	6	-13	-56	-6	2
COc1ccc(C(=O)O)cc1NCc1cccnc1	-4	-12	3	-22	11	1	-3	3
Cc1ccc(-n2nnc3c(=O)n(Cc4cccc(C)c4)cnc32)cc1	-3	-4	0	0	0	4	0	-4
COc1ccccc1C1CCN(Cc2ccc(Cl)c(Cl)c2)CC1	-8	-11	0	2	13	-18	2	3
C[C@@H]1CN([C@@H](C)CO)C(=O)c2cc(-c3ccncc3)cnc2O[C@H]1CN(C)Cc1ccc(Oc2ccccc2)cc1	4	-10	-1	/	34	/	22	-2
Cc1cccc(/C=N/NC(=O)c2ccc(NC(=O)c3ccc(Cl)cc3)cc2)n1	-2	/	1	5	2	-15	0	1
O=c1c2ccccc2ccc2ccc(P(=O)(O)O)cc12	-7	/	-24	6	2	-9	-5	-4
O=C(NCC[C@@H]1CC[C@H](NS(=O)(=O)c2ccc(Cl)cc2)[C@@H](CO)O1)c1ccccc1F	-5	0	-2	10	0	-8	/	-1
CC(C)C#Cc1cnc2c(c1)C(=O)N([C@H](C)CO)C[C@@H](C)[C@H](CN(C)Cc1ccccc1)O2	6	-23	1	/	-2	-7	-5	0

Continuation.
SMILES	S100A4 MyoIIA	PGC1a acetyl inh	ERAP1 inh	PAX8 inh HTS	EWS-Fli block	LGR2 antag	FN deposition inh	PglD DTNB
COc1ccc(CN(C)C[C@H]2Oc3ccc(NC(=O)NC(C)C)cc3CC(=O)N([C@@H](C)CO)C[C@@H]2C)cc1	1	0	1	-5	/	3	/	-5
NS(=O)(=O)c1ccc(NC(=O)COC(=O)Cn2cnc3ccccc3c2=O)cc1	-1	-21	1	0	2	-11	5	6
Cc1cc(C)cc(NC(=O)CSc2nc3c(c(=O)[nH]2)CN(Cc2ccc(F)cc2)CC3)c1	1	/	6	8	3	-2	4	/
Cc1ccc2c(c1)[C@H]1[C@H](CO2)[C@H](c2ccccc2)[C@]2(C)C(=O)Nc3cc(F)c(F)cc3C(=O)N12	6	/	-2	6	59*	19	11	-1
C[C@@H]1CN([C@@H](C)CO)C(=O)c2cc(NC(=O)Nc3ccc(C(F)(F)F)cc3)ccc2O[C@@H]1CN(C)Cc1ccc2c(c1)OCO2	-4	13	-3	/	5	4	/	0
COc1ccc(CCn2nnnc2C(CC(C)C)N2CCN(c3ncccn3)CC2)cc1OC (centres undefined)	/	-3	/	2	/	/	-1	2
CC(=O)Nc1ccc(-c2ccnc3c2CC(C)(C(=O)Nc2ccc(Cl)cc2)O3)cc1 (centres undefined)	-3	-18	-4	30	11	5	12	-2
Cc1cc(OCC(=O)Nc2ccc(OCc3ccccc3)cc2)nc(C(C)C)n1	/	-9	/	-17	/	/	-5	-1
CSc1nc2nc3c(cc2c(=O)n1-c1ccccc1C)CCCC3	-3	-5	17	9	2	11	-6	0
C[C@H](CO)N1C[C@H](C)[C@H](CN(C)C(=O)C2CCC2)Oc2ncc(C#CC(C)(C)O)cc2C1=O	-8	/	1	/	-9	11	/	-3

Full records from above:
`Cc1ccc2c(c1)[C@H]1[C@H](CO2)[C@H](c2ccccc2)[C@]2(C)C(=O)Nc3cc(F)c(F)cc3C(=O)N12` in the list: S100A4 MyoIIA = 6; PGC1a acetyl inh = /; ERAP1 inh = -2; PAX8 inh HTS = 6; EWS-Fli block = 59*; LGR2 antag = 19; FN deposition inh = 11; PglD DTNB = -1
`Cc1cc(C)cc(NC(=O)CSc2nc3c(c(=O)[nH]2)CN(Cc2ccc(F)cc2)CC3)c1` in the list: S100A4 MyoIIA = 1; PGC1a acetyl inh = /; ERAP1 inh = 6; PAX8 inh HTS = 8; EWS-Fli block = 3; LGR2 antag = -2; FN deposition inh = 4; PglD DTNB = /

More entries follow.
SMILES	S100A4 MyoIIA	PGC1a acetyl inh	ERAP1 inh	PAX8 inh HTS	EWS-Fli block	LGR2 antag	FN deposition inh	PglD DTNB
COCCCn1c(=N)c(C(N)=S)cc2c(=O)n3cccc(C)c3nc21	-7	3	-11	-26	0	10	-1	-5
CCc1ccc2[nH]c(=O)c(Cc3ccccc3)c(O)c2c1	0	18	-5	-14	1	-8	1	11
COc1ccc(-c2cc(C(=O)N3CC4(C)CC3CC(C)(C)C4)no2)cc1 (centres undefined)	/	-4	/	/	/	17	6	-3
CCc1noc(C)c1C(=O)NNC(=O)c1nn(C)c(=O)c2ccccc12	1	/	1	0	2	-8	-4	1
CN(Cc1cnccn1)C(=O)C1CCC(=O)N(CCc2ccc(Cl)cc2)C1 (centres undefined)	6	-8	-6	-13	/	-7	2	-2
CO[C@@H](CN(C)Cc1cc(F)ccc1F)[C@H](C)CN([C@@H](C)CO)S(=O)(=O)c1ccc(C)cc1	0	-3	-2	/	12	25	-3	4
Cc1noc(C)c1S(=O)(=O)N(C)C[C@H]1OCCCC[C@H](C)Oc2ccc(NC(=O)C3CCCCC3)cc2C(=O)N([C@H](C)CO)C[C@H]1C	-5	4	-1	-10	-4	13	/	3
COc1ccc(NC(=O)CN2CCN(C(C)=O)CC2)cc1S(=O)(=O)N1CCOCC1	-1	4	0	5	9	-13	1	-2
O=C(CSc1nncn1-c1cccnc1)Nc1ccccc1[N+](=O)[O-]	-7	3	2	4	1	11	-2	/
S=c1[nH]ccc2ccccc12	-3	4	4	-19	-7	-46	3	2
O=C(CCc1c[nH]c2ccccc12)NCC(=O)Nc1ccc(F)c(F)c1F	-7	-6	-5	8	12	21	2	-8
COc1ccc(OCCOC(=O)CNC(=O)c2ccc(Cl)cc2Cl)cc1	1	/	2	-11	5	14	5	-2
O=C(C[C@@H]1C=C[C@H](NS(=O)(=O)c2ccc(F)cc2)[C@@H](CO)O1)N1CCN(c2ccccc2)CC1	-14	1	0	-9	9	9	/	1
COc1cccc(/C=C/C(=O)OCC(=O)Nc2cccc(S(=O)(=O)N(C)C)c2)c1	17	8	-6	6	10	-56	10	-4
CSCCC(NC(=O)c1ccccc1)C(=O)N1CC=C(c2ccccc2)CC1 (centres undefined)	2	/	4	8	-5	1	5	-1
CCCCN1CC(=O)N2Cc3[nH]c4ccccc4c3C[C@H]2C1=O	-2	1	2	2	-15	-9	-5	-1
N/C(CS(=O)(=O)c1ccc(F)cc1)=N\O	-15	/	4	3	11	8	0	-2
O=C(NCC[C@H]1CC[C@@H](NC(=O)C2CCCC2)[C@@H](CO)O1)Nc1ccc(Cl)cc1	2	-3	0	-18	-31	-6	-9	2
Nc1nnc(CC(=O)N/N=C\c2ccc(-c3cccc(Cl)c3)o2)s1	-4	-3	1	2	-5	8	-5	-2
CO[C@@H]1CN(C)C(=O)c2ccc(NC(=O)Nc3cccc(F)c3)cc2OC[C@@H](C)N(C)C[C@@H]1C	-11	/	-1	0	16	-5	-14	0
O=C(NCc1cccnc1)/C(=C/c1ccc(-c2ccc(Cl)cc2)o1)S(=O)(=O)c1ccccc1	-3	-360	5	/	69*	99*	/	-4
Cc1ccc(S(=O)(=O)N(C)C[C@@H]2Oc3ccc(NC(=O)CCCN(C)C)cc3CC(=O)N([C@H](C)CO)C[C@@H]2C)cc1	42	-10	2	-13	-3	-2	/	/
